Source: PubChem BioAssay (ICCB-Longwood Screening Facility, Harvard Medical School)
PV pol inh: poliovirus RNA polymerase inhibition; poliovirus polymerase elongation, fluorescence polarization; active compounds read low; % elongation, % (compound at 16.7 µg/mL); 0.66% of 150,000 active; in the data active means % elongation below about 90%; further: some results filed as inactive read as strong as hits
Target sequence (P03300 1749-2209 limits assumed): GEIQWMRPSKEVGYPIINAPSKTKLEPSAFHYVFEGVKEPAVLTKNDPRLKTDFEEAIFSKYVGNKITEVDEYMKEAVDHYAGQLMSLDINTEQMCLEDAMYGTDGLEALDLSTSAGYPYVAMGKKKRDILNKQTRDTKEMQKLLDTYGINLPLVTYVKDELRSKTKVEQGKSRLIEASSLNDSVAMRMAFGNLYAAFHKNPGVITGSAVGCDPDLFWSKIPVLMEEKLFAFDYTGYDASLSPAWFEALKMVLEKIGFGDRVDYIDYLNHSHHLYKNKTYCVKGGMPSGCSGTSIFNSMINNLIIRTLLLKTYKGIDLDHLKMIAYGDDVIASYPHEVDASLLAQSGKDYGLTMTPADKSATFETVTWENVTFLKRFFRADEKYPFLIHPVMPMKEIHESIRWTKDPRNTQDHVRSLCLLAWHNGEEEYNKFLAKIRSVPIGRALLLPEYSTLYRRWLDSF
PV pol inh FP z-score: further read-out of PV pol inh, marked with its call; z-score; measured here: FP z-score; hits read low
* marks the source's active call; other numbers are inactive results. This is a subset, so the mix of outcomes need not match the whole.

SMILES | PV pol inh | PV pol inh FP z-score
Cc1c(Cl)cccc1-n1ncc(C(=O)Nc2ccc(Br)cc2F)c1C1CCNCC1 | 103 | -0.1
CSc1ccc(/C=N/O)cc1 | 100 | -0.4
CCN(CC(=O)Nc1ccc2c(c1)OCCO2)CC(=O)Nc1cc(C)on1 | 98 | -0.5
COc1ccc(-c2nnco2)cc1OC | 102 | 0.2
O=C(CSc1nc2ncccc2o1)Nc1ccc(Cl)cc1F | 100 | -1.4
Cc1ccc(S(=O)(=O)C(CNC(=O)c2ccc(F)c(F)c2)c2ccco2)cc1 (stereo not drawn) | 111 | 0.8
O=C(Cn1c(SCc2ccccc2F)nc2cccnc21)Nc1ccc(F)c(Cl)c1 | 109 | -0.2
N#CCC(Cc1ccccc1)c1ccco1 (stereo not drawn) | 99 | -0.2
CC(=O)OCC(=O)[C@@]1(O)CCC2C3CCC4=CC(=O)CC[C@]4(C)C3C(=O)C[C@@]21C (stereo partly drawn) | 102 | 0.7
COc1cccc2c1OC1=C(C(=O)CC(C)(C)C1)C2CC(=O)c1ccc(O)cc1 (stereo not drawn) | 107 | 0.6
OC1CCN(Cc2nnnn2Cc2ccccc2)CC1 | 100 | -1
O=C(Nc1ccc(Cl)c(C(F)(F)F)c1)c1nc2ccccc2nc1N1CCCCC1 | 116 | 1.6
CCOCCc1nn2c(=O)cc(COC(=O)C(CC)c3ccccc3)nc2s1 (stereo not drawn) | 105 | -0.2
O=C(O)C1CC(=O)N(Cc2ccccc2)C1 (stereo not drawn) | 101 | 0
Cc1nc2ccn(Cc3ccccc3)c(=O)c2cc1C(=O)NCc1ccccc1F | 114 | 1.8
COc1ccccc1CNC(=O)CCC(=O)N1CC(C)Sc2ccccc21 (stereo not drawn) | 106 | -0.1
Cc1ccc(Cl)cc1NC(=O)CO/N=C(\N)c1ccccc1 | 102 | 0
CNC(=O)c1oc2c(c1C)-c1nn(Cc3cccc(Cl)c3)cc1CC2 | 102 | -0.1
CC(C)NC(=O)CC1Nc2ccccc2NC1=O (stereo not drawn) | 101 | -0.3
Cc1ccc(-c2nc(C#N)c(NCCN(C)C)o2)cc1 | 100 | -0.4
CCOc1ccccc1C(=S)N1CCOCC1 | 100 | -0.5
COc1ccc(-c2[nH]c3ccccc3c2CCC(=O)O)cc1 | 107 | 0.5
CC(OC(=O)C1=NNC(=O)CC1)C(=O)Nc1ccc(Oc2ccccc2)cc1 (stereo not drawn) | 102 | -0.1
COC(=O)c1ccc(NCC(=O)N2CCCCCC2)cc1 | 102 | 0.2
CN(N)C(=S)Nc1ccccc1 | 107 | 0.7
CC1(C)CC(=O)C(C=Nc2ncnc3nc[nH]c23)=C(O)C1 | 94 | -0.7
CCCOc1ccc(/C=C/C(=O)Nc2ncn[nH]2)cc1OC | 97 | -0.7
O=C(CSc1cccc[n+]1[O-])c1ccc(OC(F)F)cc1 | 106 | 0.5
CC1CN(C/C(=N/O)C23CC4CC(CC(C4)C2)C3)CC(C)O1 (stereo not drawn) | 102 | 0.2
CCOC(=O)C1CCN(C(=O)COC(=O)c2ccc(O)cc2)CC1 | 106 | 0.4
CCc1cccc2c(C(=O)COC(=O)C3=NNC(=O)CC3)c[nH]c12 | 104 | 0
Cc1cc(C(=O)NCC2COc3ccccc3O2)nn1C (stereo not drawn) | 98 | -0.7
Cc1nc2ccc(CO)cc2s1 | 102 | 0.1
COc1ccc(-c2nc3ccccc3s2)cc1 | 108 | 0.6
CCCn1c(SCc2nc(-c3ccccc3C)no2)nnc1-c1ccc(Cl)cc1 | 112 | 1
CC(C)NC(=O)c1cccn2c(=O)c3c4c(sc3nc12)CCCC4 | 102 | -0.1
Cc1c(-c2nc(-c3ccccc3F)no2)nnn1-c1cc(F)ccc1F | 98 | -0.6
Cc1cccc(-n2ncc3c2ncn2nc(COc4c(C)cccc4C)nc32)c1 | 106 | 1
Cc1nn(C(=O)c2ccc(Cl)cc2)c(C)c1S(=O)(=O)N1CCOCC1 | 97 | -2.2
CCc1ccc(C(=O)Nc2nncs2)cc1 | 100 | -0.1
COc1ccccc1NC(=O)/C=C1\NC(=O)CS1 | 100 | -0.1
Cc1ccc(N2CC3=C(C2=O)C(c2ccc(Br)cc2)NC(=O)N3C)cc1 (stereo not drawn) | 107 | 0.7
Cc1ccc(NC(=O)CSc2nc3c(oc4ccccc43)c(=O)n2-c2ccc(F)cc2)c(C)c1 | 104 | 0.1
CC(=O)OCN1C(=O)N(COC(C)=O)C2C1N(COC(C)=O)C(=O)N2COC(C)=O (stereo not drawn) | 101 | 0
Cc1cc(Br)ccc1SCC(=O)OCC(=O)NC1CCCC1 | 99 | -0.7
COc1ccc(-c2cc(C(F)(F)F)nc(SCCC(=O)N3CCC(C(N)=O)CC3)n2)cc1 | 99 | -0.7
Cc1n[nH]c(=S)n1CC(=O)N1c2ccccc2CCc2ccccc21 | 101 | 0
NCCCC(=O)N1c2ccccc2Sc2ccccc21 | 100 | 0.1
CCCNC(=O)CCc1c(C)n(CC)c2cc(-c3ccccc3OC)nn2c1=O | 103 | 0.1
CC1(C)CC(=O)C(CC(=O)NC(=O)NCc2ccccc2)=C(O)C1 | 100 | -0.3
CC1CCCN(Cn2nnc3ccccc3c2=O)C1 (stereo not drawn) | 99 | -0.1
CN(C)/C=C1\CCCc2ccccc2C1=O | 102 | 0.4
COc1cccc(-c2nn(C)c3sc(C(=O)NCCc4cccc(C)c4)cc23)c1 | 109 | 0.7
COc1ccc(N2CCN(C(=O)Cn3cnc4nc5c(cc4c3=O)CCCC5)CC2)cc1 | 109 | 0.5
COc1ccc(F)cc1CN1CCN(CC(=O)c2c(C)[nH]c3ccccc23)CC1 | 101 | 0.1
CCCOC(=O)c1c(NC(=O)c2nc3ncccn3n2)sc(C(N)=O)c1C | 105 | 0.2
CCNCC(=O)Nc1nnc(-c2ccccc2)o1 | 101 | 0.1
O=C1C(c2ccc(F)cc2)N(CCc2ccccc2)C(=O)CN1C1CCCCC1 (stereo not drawn) | 111 | 0.4
Cc1nn(-c2ccc(F)cc2)c(Cl)c1C(=O)N1CCN(c2ncccn2)CC1 | 106 | 0.5
CC1CN(C(=S)c2ccccc2)CC(C)O1 (stereo not drawn) | 96 | -1.1
Additional records:
SMILES | PV pol inh | PV pol inh FP z-score
CCOc1ccc(NS(=O)(=O)c2cc(Br)cc3c2N(C(=O)C2CC2)CC3)cc1 | 112 | 2.2
CCOC(=O)c1ccc(N=C2N=C(N)c3ccccc32)cc1 | 99 | -0.2
Cc1ccc(Cn2c(CNS(=O)(=O)c3ccc(Cl)s3)nc3cccnc32)cc1 | 111 | 0.7
CC(=O)[C@@]1(O)CC[C@H]2[C@@H]3C[C@H](C)C4=CC(=O)C=C[C@]4(C)[C@@]3(F)[C@@H](O)C[C@@]21C | 102 | 0.2
Cc1c(C(=O)NCc2ccccc2Br)oc2ccc3c(c12)C(=O)CC(C)(C)O3 | 113 | 0.8
COc1ccc(CCNC(=O)C2CCN(C(=O)N(C)C)CC2)cc1OC | 101 | 0.1
O=C(Nc1ccccc1C(=O)O)c1ccc(CN2CCOCC2)cc1 | 103 | 0.4
CCn1c(CCNC(=O)C2CCCO2)nnc1SC (stereo not drawn) | 107 | 1.7
CN(C)/C=C1/C=C(c2ccccc2)OC1=S | 99 | -0.7
Cn1nc(C(=O)N2CCOCC2)cc1C(=O)N1CCOCC1 | 103 | 0
O=C(NCc1ccco1)N(Cc1ccc2c(c1)OCO2)C1CCN(Cc2ccccc2)CC1 | 101 | -0.2
CCOC(=O)c1cc(-c2ccc(OC)cc2)n(CCC(=O)Nc2cccc(C)c2C)c1C | 101 | -0.4
O=C(NO)c1nc[nH]c1C(=O)NO | 105 | 1
CC1=NN(C(=O)CC#N)C(O)(c2ccccc2)C1 (stereo not drawn) | 103 | 0.8
COc1ccc(CN(Cc2ccco2)c2cnc(S(C)(=O)=O)nc2C(=O)Nc2ccc(C)c(C)c2)cc1 | 102 | -1
CC(=O)NNc1ncc(C(F)(F)F)cc1Cl | 102 | 0.1
CC1CCc2ccccc2N1C(N)=Nc1ccccc1 (stereo not drawn) | 101 | -0.1
COc1ccccc1CNC(=O)C1CCN(Cc2nc(-c3ccc(OC)c(OC)c3)oc2C)CC1 | 105 | 0
O=S1(=O)NC(=NC2CCCc3ccccc32)c2ccccc21 (stereo not drawn) | 110 | 1
COCCn1c(O)c(/C=N/NS(=O)(=O)c2ccc(C)cc2)c(=O)[nH]c1=S | 105 | 0.3
O=C(Cn1ccc2cc(S(=O)(=O)N3CCCC3)ccc21)NCc1ccccc1Cl | 103 | -1
COc1cc(SC)ccc1C(=O)NC(C)C | 108 | 0.7
Cc1nc2sc3c(c2c(=O)n1O)CCCC3 | 101 | 0.2
CC1CSC(N(C(=O)CN2C(=O)COc3ccccc32)c2ccc(Cl)cc2)=N1 (stereo not drawn) | 103 | -0.1
COc1cccc(OCC(=O)Nc2nnc3n2CCS3)c1 | 109 | 0.4
Cc1cccc(C(=O)NN(c2ccccc2)c2ccccc2)c1 | 106 | 0.3
COc1ccc(Cl)cc1NC(=O)Cn1nnc(C(=O)NCc2cccs2)c1N | 109 | 0.1
COC(=O)c1cc(C(O)(C(=O)OC)C(F)(F)F)c(N)s1 (stereo not drawn) | 105 | 0.4
Cc1nc2ccccc2nc1CSCC(=O)c1cc(C)n(C)c1C | 101 | -0.5
COc1ccc(-n2cc(C(=O)N(Cc3ccco3)C3CCCC3)c3ccccc3c2=O)cc1 | 103 | 0
COC(=O)c1cc(COC(=O)/C=C/c2nc3ccccc3s2)oc1C | 103 | 0.7
CC1(C)OC(=O)C(C2C3C4CC5C6C4CC3C6C52)C(=O)O1 (stereo not drawn) | 109 | 0.7
Cc1ccc(CNC(=O)C2CCN(S(=O)(=O)c3ccc(F)cc3)CC2)cc1 | 91 | -4.6
Cn1c(SCC(=O)N2c3ccccc3OCC2c2ccccc2)nnc1-c1ccco1 (stereo not drawn) | 109 | 0
CCc1c(/C(C)=N/NC(N)=O)oc2ccc(C)cc12 | 107 | 0.5
CCS(=O)(=O)N1CCC(C(=O)NCc2ccc(OC)cc2)CC1 | 103 | 0.9
CN(C(=O)CC(=O)N(C)C1CCCCC1)C1CCCCC1 | 101 | 0
Cc1ccccc1Cn1nnc(-c2ccncc2)n1 | 103 | 0.5
CCC(CC)NC(=O)c1ccc(S(=O)(=O)N2CCCCC2)cc1 | 100 | -0.6
CC(=O)N1CCN(CC(O)COc2ccc(C)cc2)CC1 (stereo not drawn) | 100 | -0.4
COc1cccc(CNC(=O)C2CCN(c3nnc(-n4c(C)ccc4C)s3)CC2)c1 | 104 | -1.2
Cc1ccc(CCNC(=O)c2cc(C)nc3c2c(C)nn3-c2ccc(C)cc2)cc1 | 107 | -0.2
COc1cc(Cl)c(C)cc1NC(=O)CNC(=O)c1ccco1 | 99 | -0.4
COC(=O)c1cccc(NC(=O)c2nsc3ccccc23)c1 | 108 | 0.2
CCOCCC(=O)N1CCC(C(=O)OCC)CC1 | 101 | 0.3
Clc1ccc(/C=N/c2ccccn2)cc1 | 103 | 0.1
O=C(NCc1ccccc1)C1CCCN(S(=O)(=O)c2ccc3nc(-c4ccccc4)[nH]c3c2)C1 (stereo not drawn) | 101 | -0.2
CCc1cc(C(=O)c2ccc(OC)cc2)c(NC(=O)c2ccc(C(F)(F)F)cc2)s1 | 104 | -0.1
CCn1nnc2cc(C(=O)NCC(c3ccccc3OC)N(C)C)ccc21 (stereo not drawn) | 106 | 0.6
O=C(O)CON=C1C2CC3CC(C2)CC1C3 | 78* | -1.9*
CCOc1cc(N2CCOCC2)c(OCC)cc1NC(=O)Cc1c[nH]c2ccccc12 | 103 | -0.2
C=CCn1c(C(NC(=O)c2ccc(Cl)cc2Cl)C(C)C)n[nH]c1=S (stereo not drawn) | 101 | -0.3
COC(=O)C1=CN(C(C)C)C=C(C(=O)OC)C1c1ccccc1Cl | 102 | 0.7
COC(=O)CC1=C(C(=O)OC)C(c2ccccc2)NC(=O)N1 (stereo not drawn) | 98 | -1
COc1ccc(S(=O)(=O)NCc2ccc3c(c2)CCN3C(C)=O)cc1OC | 110 | 0.8
O=C(c1ccccc1)N1C(=S)C(c2ccccc2)=NC12CCCC2 | 99 | -0.7
O=C(OCC(=O)c1cccs1)c1cccc(C(=O)OCC(=O)c2cccs2)n1 | 101 | 0
CCOC(=O)N1CCN(C(=S)Nc2ccc3nsnc3c2)CC1 | 97 | -2

Structures from the list above that contain a furan ring, fused or not:
SMILES | PV pol inh | PV pol inh FP z-score
Cc1ccc(S(=O)(=O)C(CNC(=O)c2ccc(F)c(F)c2)c2ccco2)cc1 (stereo not drawn) | 111 | 0.8
N#CCC(Cc1ccccc1)c1ccco1 (stereo not drawn) | 99 | -0.2
CNC(=O)c1oc2c(c1C)-c1nn(Cc3cccc(Cl)c3)cc1CC2 | 102 | -0.1
Cc1ccc(NC(=O)CSc2nc3c(oc4ccccc43)c(=O)n2-c2ccc(F)cc2)c(C)c1 | 104 | 0.1
Cc1c(C(=O)NCc2ccccc2Br)oc2ccc3c(c12)C(=O)CC(C)(C)O3 | 113 | 0.8
O=C(NCc1ccco1)N(Cc1ccc2c(c1)OCO2)C1CCN(Cc2ccccc2)CC1 | 101 | -0.2
COc1ccc(CN(Cc2ccco2)c2cnc(S(C)(=O)=O)nc2C(=O)Nc2ccc(C)c(C)c2)cc1 | 102 | -1
COc1ccc(-n2cc(C(=O)N(Cc3ccco3)C3CCCC3)c3ccccc3c2=O)cc1 | 103 | 0
COC(=O)c1cc(COC(=O)/C=C/c2nc3ccccc3s2)oc1C | 103 | 0.7
Cn1c(SCC(=O)N2c3ccccc3OCC2c2ccccc2)nnc1-c1ccco1 (stereo not drawn) | 109 | 0
CCc1c(/C(C)=N/NC(N)=O)oc2ccc(C)cc12 | 107 | 0.5
COc1cc(Cl)c(C)cc1NC(=O)CNC(=O)c1ccco1 | 99 | -0.4
